Bioassay records deposited in PubChem BioAssay by several laboratories.
IDE act: IDE (human) activation, cell-based; actives 0.073% (n = 340,000); activation, % at 5.96 µM; HEK cells, FAbeta-B cleavage, fluorescence polarization; 0% vehicle, 100% cell-free pure enzyme wells; P14735; AID 493087;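 active = activation above the mean of all tested compounds plus 3 SD, set per screening campaign, cut at about 17% in these data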
MEKK3 PB1 HTS: raises or lowers MEK5 binding to the human MEKK3 PB1 domain. Q99759. bead-based flow cytometry, Alexa488-MEK5 binding to MEKK3; actives lie on both sides; 0 = blocked by unlabeled MEK5, 100 = vehicle. binding response (% of control), % at 10 µM. actives 1.4% (n = 290,000);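 active = binding response more than 3 SD above or below the average of its plate-row segment, actives on both sides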;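 note: Alexa488 bead fluorescence after subtracting the streptavidin-only scavenger bead signal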
IMP-1 inh: inhibitors of Pseudomonas aeruginosa IMP-1 metallo-beta-lactamase; purified IMP-1, nitrocefin hydrolysis, epi-absorbance fluorescence; inhibition, % at 5.6 µM; actives 0.45% (n = 290,000);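 active = inhibition above the mean plus 3 SD of all compounds in the same screening run, cut at about 4.5% in these data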;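 note: 0% = IMP-1 with DMSO and 100% = DMSO wells lacking enzyme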
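System: purified IMP-1; amount: IMP-1 0.2 nM before substrate addition; compound: single dose, 5.6 µM; times: 25 °C, 15 min preincubation, 25 min reaction; signal: Epi-absorbance via hydrolysed-nitrocefin quenching of white-plate fluorescence, 480/530 nm, EDTA stop; benchmarks: DMSO with and without IMP-1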
PHOSPHO1 block: PHOSPHO1 (human) inhibition | Q8TCT1 | recombinant PHOSPHO1, absorbance phosphatase assay | inhibition, % at 13.3 µM | actives 1.1% (n = 290,000) | AID 1565; in the data active = inhibition above about 60%
NS3 helicase inh: blocks Hepatitis C virus NS3 helicase unwinding; NS3 helicase DNA unwinding, Cy5 molecular beacon fluorescence; inhibition, % at 10.9 µM; actives 0.56% (n = 290,000); AID 1800;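 active = inhibition above the mean of all tested compounds plus 3 SD, set per campaign, cut at about 35% in these data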;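 note: 0% = DMSO wells and 100% = thioflavine S control wells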
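Assay system: hepatitis C virus NS3 helicase domain fragment enzyme. Also added: annealed dual-labelled DNA beacon duplex, ATP-started. Timing: 1 h reaction at 25 °C, ATP-initiated. Technique: Cy5 fluorescence at 0 and 60 min, beacon hairpin quenching. Evaluation: % inhibition of unwinding. Replication: one well per compound.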
p-CIP stab down: compounds decreasing mouse p/CIP protein stability; F442A p/CIP-EGFP cells, EGFP fluorescence, 16 h; decrease of EGFP signal, % at 10 µM; actives 0.01% (n = 290,000);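 active = EGFP signal decrease of at least 30% at 10 µM or well 3 SD below plate mean, unless failing retest; inactive = the rest, including hits failing retest or dose response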; note: some compounds called inactive have numbers as strong as hits; many of its hits are not listed in these tables
Target sequence (Q05BA5 1-1403): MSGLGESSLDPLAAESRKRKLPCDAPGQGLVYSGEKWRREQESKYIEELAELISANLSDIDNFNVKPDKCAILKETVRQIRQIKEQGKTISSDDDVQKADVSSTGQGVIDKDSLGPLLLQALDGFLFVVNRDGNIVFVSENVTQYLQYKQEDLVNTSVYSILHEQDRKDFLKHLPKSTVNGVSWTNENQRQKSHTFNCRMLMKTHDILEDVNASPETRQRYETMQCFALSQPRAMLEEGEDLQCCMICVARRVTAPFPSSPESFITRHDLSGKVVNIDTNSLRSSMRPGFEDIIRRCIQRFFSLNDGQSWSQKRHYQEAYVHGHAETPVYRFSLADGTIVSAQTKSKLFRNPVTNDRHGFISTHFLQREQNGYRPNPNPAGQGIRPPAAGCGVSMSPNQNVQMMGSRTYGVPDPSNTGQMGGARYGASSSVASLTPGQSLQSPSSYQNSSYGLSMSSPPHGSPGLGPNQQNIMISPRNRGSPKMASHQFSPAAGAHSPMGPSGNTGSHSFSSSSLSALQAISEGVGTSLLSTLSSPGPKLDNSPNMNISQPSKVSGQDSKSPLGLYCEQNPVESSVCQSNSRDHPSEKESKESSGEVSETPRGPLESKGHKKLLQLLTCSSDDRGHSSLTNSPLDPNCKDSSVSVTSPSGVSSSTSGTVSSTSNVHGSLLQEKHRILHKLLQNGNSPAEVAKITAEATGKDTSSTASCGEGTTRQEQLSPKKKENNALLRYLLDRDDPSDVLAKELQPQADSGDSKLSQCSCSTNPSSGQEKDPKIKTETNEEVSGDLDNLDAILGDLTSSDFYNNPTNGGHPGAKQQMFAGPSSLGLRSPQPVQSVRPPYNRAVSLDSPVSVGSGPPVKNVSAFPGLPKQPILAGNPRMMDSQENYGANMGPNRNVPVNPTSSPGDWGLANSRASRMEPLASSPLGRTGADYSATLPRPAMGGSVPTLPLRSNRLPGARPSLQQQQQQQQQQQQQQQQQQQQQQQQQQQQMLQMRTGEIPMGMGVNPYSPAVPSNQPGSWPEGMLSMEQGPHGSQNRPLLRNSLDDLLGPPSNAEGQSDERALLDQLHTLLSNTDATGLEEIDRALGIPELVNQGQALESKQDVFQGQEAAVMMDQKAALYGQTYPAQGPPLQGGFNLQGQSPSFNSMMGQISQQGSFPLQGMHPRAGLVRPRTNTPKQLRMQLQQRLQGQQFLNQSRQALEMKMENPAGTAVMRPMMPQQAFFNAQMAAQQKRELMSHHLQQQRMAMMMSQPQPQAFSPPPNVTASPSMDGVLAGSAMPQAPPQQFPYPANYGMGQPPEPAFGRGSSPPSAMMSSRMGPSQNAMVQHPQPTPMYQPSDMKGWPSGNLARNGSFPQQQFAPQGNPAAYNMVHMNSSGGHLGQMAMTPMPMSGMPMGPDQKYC
SUMO HTRF inh: blocks human SUMOylation mediated by UBC9; AID 2006; inhibition, % at 35 µM; actives 0.36% (n = 290,000); HTRF SUMOylation assay, SAE1/SAE2 + UBC9, in vitro; P63279; in the data active = inhibition above about 50%, passing the limit was not always enough; note: strong numbers were not always called active
DNA FID counter: fluorescent intercalator displacement, NS3 helicase counter-screen | DNA fluorescent intercalator displacement, fluorescence | inhibition, % at 7.9 µM | actives 0.17% (n = 290,000) | AID 1845; in the data active = inhibition above about 37%;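 note: 0% = vehicle and 100% = reference compound; higher means more ethidium bromide displaced from hairpin DNA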
VIM-2 inh: inhibitors of Pseudomonas aeruginosa VIM-2 metallo-beta-lactamase | inhibition, % at 5.6 µM | AID 1527 | actives 0.89% (n = 290,000) | purified VIM-2, nitrocefin hydrolysis, epi-absorbance fluorescence;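 active = inhibition above the mean of all tested compounds plus 3 SD, cutoff set per screening run, cut at about 7.5% in these data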;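 note: red hydrolysis product quenches plate fluorescence so inhibitors raise well fluorescence; 0% = enzyme with DMSO and 100% = DMSO without enzyme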
The depositor's hits bear a star; · = no result given. An excerpt; the hit share may differ from the screen's.

| smiles | IDE act | MEKK3 PB1 HTS | IMP-1 inh | PHOSPHO1 block | NS3 helicase inh | p-CIP stab down | SUMO HTRF inh | DNA FID counter | VIM-2 inh |
| --- | --- | --- | --- | --- | --- | --- | --- | --- | --- |
| CC(=O)Nc1ccc(S(=O)(=O)Nc2ccn(Cc3ccccc3Cl)n2)cc1 | 3 | 101 | -2.3 | · | -3 | 8 | 0 | -7 | 0.1 |
| CCCCN(C(=O)Cn1nnc2ccccc21)C(C(=O)NCCOC)c1ccccc1 (stereo unspecified) | -6 | 102 | -3.0 | -12 | 5 | 1 | 17 | -32 | -2.2 |
| Cc1cc(Cl)ccc1N=c1ssnc1Cl | -11 | 103 | -2.4 | 96* | 4 | 1 | -25 | -5 | -2.9 |
| c1ccc(-c2noc(CSc3nnnn3C3CCCCC3)n2)cc1 | -4 | 99 | -2.7 | -4 | 17 | -20 | 0 | -16 | -2.2 |
| COc1cc2[nH]c(=O)c(C(=O)NCc3ccccc3Cl)c(O)c2cc1OC | 3 | 100 | -4.6 | -21 | 2 | -22 | -4 | -2 | -2.8 |
| CCN1CCN(c2c(Cl)cccc2NC(=O)c2cc3ccccc3o2)CC1 | 1 | 101 | -1.7 | 15 | -14 | 3 | -11 | 9 | -0.6 |
| CN(C)c1cccc(C(=O)OC(C(=O)Nc2ccc([N+](=O)[O-])cc2Br)c2ccccc2)c1 (stereo unspecified) | -1 | 101 | -2.2 | -8 | 16 | -4 | -1 | 6 | -2.2 |
| Cc1cccc(NC(=O)CN(C)S(=O)(=O)c2ccccc2)n1 | 4 | 101 | -1.3 | -6 | 4 | 5 | 8 | -4 | -4.0 |
| CCn1c(=N)n(CC(=O)c2cccc([N+](=O)[O-])c2)c2ccccc21 | 2 | 100 | 0.4 | -4 | -7 | 3 | 24 | -3 | -0.9 |
| Cc1ccc(S(=O)(=O)NCCC(=O)Oc2ccc3ccc(=O)oc3c2)cc1 | 7 | 91 | -1.9 | -14 | 14 | -6 | 35 | -9 | -1.6 |
| ClC1(Cl)CC1CSc1nc2ccccc2[nH]1 (stereo unspecified) | -1 | 102 | -0.8 | 16 | -10 | 1 | 6 | 12 | -0.1 |
| Cc1ccc(C(=O)Oc2ccc3c(c2)ncn3C)cc1 | 4 | 92 | -3.1 | -11 | -1 | -7 | 21 | -13 | -3.1 |
| Cc1csc(C2=C(O)CN(CCc3ccccc3)C2=N)n1 | -2 | 103 | -3.3 | 7 | -5 | 8 | 3 | -1 | -1.8 |
| Nc1nc(-c2ccc(Br)s2)c(Br)s1 | -2 | 98 | -2.2 | -1 | 21 | 6 | -17 | 0 | -0.6 |
| CC(=O)c1sc(NC(=O)CCS(=O)(=O)c2ccccc2)nc1C | 5 | 102 | -0.6 | 24 | 0 | -15 | 12 | -8 | -0.1 |
| CCOc1c2ccc(C(=O)NCc3cc(C(F)(F)F)cc(C(F)(F)F)c3)cc2nn1C | 8 | 91 | -2.7 | 53 | -5 | -6 | 5 | -16 | -0.8 |
| CC(C)N(C(=O)CSc1nn2c(=O)c(C(C)(C)C)nnc2s1)c1ccccc1 | -2 | 92 | -1.3 | 25 | 5 | -14 | 25 | -13 | -0.5 |
| Cc1nnc(SCc2nnc(-c3ccccc3Br)o2)s1 | -2 | 104 | -3.6 | -12 | 1 | 1 | -1 | -8 | -2.7 |
| C=C(C)C(=O)Nc1cccc(C2=NOC3(C2)C[C@H](C(N)=O)N(C(=O)C(c2ccccc2)c2ccccc2)C3)c1 (stereo partly specified) | 6 | 87 | · | 35 | · | -12 | 13 | · | · |
| O=C(NN1C(=O)C2C3C=CC(C3)[C@H]2C1=O)c1cccnc1 (stereo partly specified) | 2 | 110 | -3.0 | 2 | 1 | -3 | 0 | 6 | -2.4 |
| COCCN(CC1CCCN(C2Cc3ccccc3C2)C1)C(=O)c1cccs1 (stereo unspecified) | 1 | 103 | -1.7 | 13 | 9 | 1 | 22 | -7 | -1.0 |
| Cc1nc2nc(CCNS(=O)(=O)c3ccc(Cl)cc3)cn2nc1C | -2 | 106 | 2.1 | 27 | 8 | -15 | 39 | -10 | -0.3 |
| CCc1c(O)nc(SCC(=O)NC(C)(C)C)n(-c2ccccc2)c1=O | 0 | 105 | -0.5 | 12 | 1 | -10 | 7 | -2 | 4.1 |
| CCOc1ccc(N2CC(C(=O)Nc3cccc(S(=O)(=O)N4CCCCC4)c3)CC2=O)cc1 (stereo unspecified) | 4 | 98 | -2.2 | -21 | -25 | 0 | -19 | -19 | -4.8 |
| Cc1cc(NCc2ccccc2Cl)n2nnnc2n1 | 0 | 97 | 0.2 | 28 | 1 | 8 | -4 | 0 | -0.9 |
| Cn1c(C(=O)N2CCN(Cc3ccccc3)CC2)cc2c(=O)n(C)c3ccccc3c21 | 3 | 96 | -2.2 | -13 | -5 | -4 | 15 | -10 | 6.9 |
| COc1ccc(NC(=S)N2CCN(C(c3ccccc3)c3ccccc3)CC2)c(OC)c1 | 6 | 98 | -4.5 | 23 | -27 | 5 | -26 | 10 | -6.5 |
| CCNC(=O)COc1cc(C)c(Br)c(C)c1 | 2 | 98 | -3.0 | 34 | 6 | -8 | 12 | -5 | -2.8 |
| Cc1nn(C)c(Oc2ccc(Cl)cc2)c1C=O | 9 | 100 | 2.1 | 3 | 8 | -7 | 5 | 2 | -0.7 |
| CN1C(=O)/C(=C/C=C2\SCCN2C)N(C)C1=S | -11 | · | -1.9 | 15 | -7 | -2 | -15 | 0 | 0.0 |

Copied from the list.
CN1C(=O)/C(=C/C=C2\SCCN2C)N(C)C1=S in PHOSPHO1 block reads 15
Cc1nn(C)c(Oc2ccc(Cl)cc2)c1C=O in VIM-2 inh reads -0.7

Continuation.
| smiles | IDE act | MEKK3 PB1 HTS | IMP-1 inh | PHOSPHO1 block | NS3 helicase inh | p-CIP stab down | SUMO HTRF inh | DNA FID counter | VIM-2 inh |
| --- | --- | --- | --- | --- | --- | --- | --- | --- | --- |
| Cc1ccc2c(c1)c1nnc(SCC(=O)Nc3cccc(Cl)c3C)nc1n2CC(=O)O | -2 | 118 | -1.5 | 18 | 15 | 2 | 25 | -20 | -3.4 |
| CCC(=O)N(Cc1cc2c(C)cc(C)cc2[nH]c1=O)C1CCCCC1 | -1 | 101 | -0.7 | -4 | -2 | -34 | 20 | -33 | 0.9 |
| COc1ccc2cc[nH]c2c1 | 6 | 97 | -0.3 | 4 | -5 | 14 | 11 | 0 | -0.1 |
| COc1ccc(-n2c(C(C)(C)C)csc2=Nc2c(C)n(C)n(-c3ccccc3)c2=O)cc1 | -1 | 103 | -1.4 | -12 | 4 | -7 | -11 | -2 | -2.2 |
| CN1CCN(NC(=O)/C=C/c2cccc([N+](=O)[O-])c2)CC1 | 5 | 98 | -4.7 | 28 | 0 | -14 | 8 | 1 | -3.9 |
| CCOC(=O)c1cnc2oc3ccccc3n2c1=O | 5 | 97 | -0.9 | 8 | -13 | 0 | -5 | -1 | 1.9 |
| Cc1ccsc1C(C(=O)NCc1ccccc1)N(C(=O)c1csnn1)c1ccccc1 (stereo unspecified) | -1 | 99 | -2.6 | 6 | -11 | -6 | 15 | -36 | -1.2 |
| Clc1ccc(Nc2nc(NCCN3CCOCC3)nc(N3CCOCC3)n2)cc1 | 4 | 104 | -2.5 | 24 | -41 | -14 | -16 | 1 | 0.1 |
| CCOc1cc(N2CCOCC2)c(OCC)cc1NC(=O)CN1CCN(Cc2ccc3c(c2)OCO3)CC1 | 2 | 102 | -2.3 | 26 | 0 | -5 | 0 | -1 | -1.6 |
| Cc1cc2c(cc1S(=O)(=O)Nc1cccc(C)c1C)n(C)c(=O)c(=O)n2C | 1 | 96 | -2.9 | 33 | 1 | -10 | -4 | -13 | -2.2 |

Some of the entries so far, as labelled records.
Cc1cc2c(cc1S(=O)(=O)Nc1cccc(C)c1C)n(C)c(=O)c(=O)n2C
  IDE act: 1
  MEKK3 PB1 HTS: 96
  IMP-1 inh: -2.9
  PHOSPHO1 block: 33
  NS3 helicase inh: 1
  p-CIP stab down: -10
  SUMO HTRF inh: -4
  DNA FID counter: -13
  VIM-2 inh: -2.2
COc1ccc2cc[nH]c2c1
  IDE act: 6
  MEKK3 PB1 HTS: 97
  IMP-1 inh: -0.3
  PHOSPHO1 block: 4
  NS3 helicase inh: -5
  p-CIP stab down: 14
  SUMO HTRF inh: 11
  DNA FID counter: 0
  VIM-2 inh: -0.1
CCC(=O)N(Cc1cc2c(C)cc(C)cc2[nH]c1=O)C1CCCCC1
  IDE act: -1
  MEKK3 PB1 HTS: 101
  IMP-1 inh: -0.7
  PHOSPHO1 block: -4
  NS3 helicase inh: -2
  p-CIP stab down: -34
  SUMO HTRF inh: 20
  DNA FID counter: -33
  VIM-2 inh: 0.9

(more compounds)
| smiles | IDE act | MEKK3 PB1 HTS | IMP-1 inh | PHOSPHO1 block | NS3 helicase inh | p-CIP stab down | SUMO HTRF inh | DNA FID counter | VIM-2 inh |
| --- | --- | --- | --- | --- | --- | --- | --- | --- | --- |
| CC(C)C(NC(=O)c1ccc(Br)cc1)C(=O)NC1=NCCS1 (stereo unspecified) | 4 | 101 | -0.2 | 4 | -6 | -4 | 17 | -7 | -0.4 |
| CC1CCN(c2nc3c(c(=O)[nH]c(=O)n3C)n2Cc2ccccc2Cl)CC1 | 3 | 112 | -1.8 | -24 | 4 | 12 | -5 | -6 | -4.3 |
| COc1cccc(OCc2nn[nH]n2)c1 | 8 | 106 | -0.2 | · | 0 | -115 | 17 | -3 | 1.6 |
| Cc1ccc(S(=O)(=O)NCC(=O)OCc2csc(-c3ccccc3)n2)cc1 | -4 | 102 | -3.8 | -12 | -11 | 3 | -30 | -30 | -0.6 |
| Cc1cc(C)nc(-n2ncc3c2CC(C)CC3=O)n1 (stereo unspecified) | · | 104 | -2.8 | 4 | -23 | 7 | 11 | -2 | -0.8 |
| NC(=O)C1CCN(CC(=O)Nc2cc(Cl)ccc2Oc2ccccc2)CC1 | -4 | 104 | -4.0 | 6 | -8 | -8 | -9 | 5 | -2.7 |
| Cc1cc(=O)[nH]c(=S)[nH]1 | 1 | 108 | -3.4 | 11 | -1 | 2 | -8 | -2 | -1.4 |
| CCn1c(CCCNC(=O)c2cccs2)nc2ccccc21 | -2 | 102 | -3.3 | 15 | -4 | 3 | 2 | -8 | 1.9 |
| O=C1CCn2nc(-c3ccc(Cl)cc3)cc2N1 | -21 | 107 | -1.3 | -6 | -7 | 3 | 5 | -1 | -3.2 |
| COc1ccc(/C=N/n2c(COc3ccccc3)n[nH]c2=S)cc1OC | -3 | 102 | -4.3 | 40 | -8 | -4 | 2 | -28 | -4.7 |
| Cc1cccc(Nc2nnc(SCC(=O)Nc3ncc(C(F)(F)F)cc3Cl)s2)c1C | 3 | 103 | -3.7 | -3 | 10 | -4 | -12 | -30 | -3.6 |
| Oc1[nH]c2ccccc2c1OCc1ccncc1 | 0 | 79 | -4.0 | 15 | 1 | 2 | 6 | 1 | -2.0 |
| COC(=O)c1ccc(C)c(NC(=O)c2ccc(CN3CCc4ccccc4C3)cc2)c1 | 8 | 102 | -1.8 | 49 | -6 | -3 | -3 | -6 | 0.5 |
| O=C(NC1CCCC1)C(c1ccncc1)N(Cc1ccccc1)C(=O)Cc1cccs1 (stereo unspecified) | 7 | 96 | -1.7 | 19 | -1 | -28 | 29 | -16 | -4.5 |
